GBA enhancer = GBA activity enhancers in patient fibroblasts, primary screen, cell-based; Lysosomal acid glucosylceramidase (Homo sapiens), P04062; L444P Gaucher fibroblasts, 4-MU-glucoside fluorescence, 3 days; activation, % at 10 µM; 0.44% of 30,000 active; AID 784, 2007; in the data active = activation above about 65%;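 also: 0% = vehicle wells and 100% = positive control wells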
Target sequence (P04062 whole entry L483P): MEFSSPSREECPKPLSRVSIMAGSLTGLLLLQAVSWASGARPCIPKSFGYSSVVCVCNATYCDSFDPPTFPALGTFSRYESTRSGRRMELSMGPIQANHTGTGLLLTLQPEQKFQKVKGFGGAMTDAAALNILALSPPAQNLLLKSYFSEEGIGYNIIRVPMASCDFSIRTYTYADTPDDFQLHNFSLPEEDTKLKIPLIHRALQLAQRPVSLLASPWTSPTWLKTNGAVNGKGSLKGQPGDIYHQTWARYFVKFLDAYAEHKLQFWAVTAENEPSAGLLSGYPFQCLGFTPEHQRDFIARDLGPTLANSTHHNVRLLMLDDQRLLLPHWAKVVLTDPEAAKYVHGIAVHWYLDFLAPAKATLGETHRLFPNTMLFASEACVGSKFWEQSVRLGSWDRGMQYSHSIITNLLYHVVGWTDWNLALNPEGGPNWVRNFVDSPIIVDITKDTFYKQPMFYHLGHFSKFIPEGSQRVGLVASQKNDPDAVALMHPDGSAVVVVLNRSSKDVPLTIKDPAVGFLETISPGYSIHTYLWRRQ
An asterisk follows results filed as active.

SMILES	GBA enhancer
N#Cc1c2c(nc(N)c1-c1ccccc1)CCCCC2	-14
COc1cc2c(cc1OC)C(c1ccc3c(c1)OCO3)C1=C(CC(C)(C)CC1=O)N2 (stereo not given)	-51
O=S(=O)(N1CCOCC1)N1CCCN(S(=O)(=O)N2CCOCC2)CC1	-17
Cc1cc(C)c2c(N=CN(C)C)c(C(=O)N3CCN(c4ncccn4)CC3)sc2n1	-33
Cc1ccc(S(=O)(=O)N(Cc2nccn2C)C(C)C)cc1	-11
O=C(COc1ccccc1)Nc1nc(-c2ccc(S(=O)(=O)N3CCOCC3)cc2)cs1	-40
Cc1ccc(CCNC(=O)C2CCC(=O)N2C2CCCC2)cc1 (stereo not given)	-14
C/C(Cl)=C/Cn1c(SCC(C)C)nc2c1c(=O)[nH]c(=O)n2C	-4
Cc1ccc(C(c2nnnn2CC2CCCO2)N2CCN(C(=O)c3ccco3)CC2)cc1 (stereo not given)	9
COCCCNC(=O)c1ccccc1NS(C)(=O)=O	-10
O=C(NCc1ccc(N2CCCC2=O)cc1)c1cnccn1	-20
COc1ccc(-c2c3c(=O)n(C)c(=O)n(C)c3cn2Cc2ccccn2)cc1	-38
CC(=O)c1c(C(C)=O)c(C)n(-c2ccc(C(=O)O)cc2)c1C	-30
CC(=O)Oc1ccc2c(c1)c(C(C)=O)c(C)n2C	-13
COCCNC(=O)C1CCCN(c2nn3c(=O)cc(C)nc3s2)C1 (stereo not given)	-6
Cc1ccc(-c2c(C)c(-c3ccc(F)cc3)nc(N)c2C#N)o1	-21
CCOC(=O)N1CCN(S(=O)(=O)c2c(C)nn(C)c2C)CC1	5
Cn1c(Cn2c(=O)sc3ccccc32)nnc1SCc1ccccn1	-9
Cc1ccc(S(=O)(=O)NCCCN2CCOCC2)c(C)c1	-17
COc1cccc(NS(=O)(=O)c2ccc3[nH]cc(C(=O)NCCC(C)C)c(=O)c3c2)c1	-40
COc1ccccc1CN(CC(=O)NCc1ccco1)C(=O)CNS(=O)(=O)c1ccc(C)cc1	-31
Cn1nnnc1SCC(=O)Nc1c(Cl)cccc1Cl	15
CC(C)c1ccc(OCc2nc(-c3ccccn3)no2)c(Br)c1	-9
Cc1ccc(-c2csc(NC(=O)c3cccc(N4C(=O)CCC4=O)c3)n2)o1	-17
CCC(CC)C(=O)N(c1ccc(F)cc1)C1C=CS(=O)(=O)C1 (stereo not given)	6
CCc1cccc2c(C#N)cn(CC(=O)NCc3ccco3)c12	3
O=C(c1ccc(Br)s1)N1CCN(Cc2ccc3c(c2)OCO3)CC1	5
CCc1ccc(C(=O)NC2CCCCC2)s1	-2
CC(C)NC(=O)N(O)C1N(Cc2ccc3c(c2)OCO3)C(=S)SC1(C)C (stereo not given)	30
CCOC(=O)c1ccc(CNC(=O)c2cc3cccc(OC)c3oc2=O)o1	0
COc1cccc(-n2nnnc2SCC(=O)c2ccc(NC(C)=O)cc2)c1	-20
CC(C)CNC(=O)c1cccc(NC(=O)c2ccc(NC(=O)c3ccco3)cc2)c1	-36
CC(=O)Nc1ccc(Cl)c(C(N)=O)c1	-1
COc1ccc(Br)cc1S(=O)(=O)N(CC(=O)N1CCOCC1)c1ccccc1	47
COCC(=O)Nc1sc2c(c1C(=O)OC)CCCC2	16
CN1CCN(C2=Nc3ccccc3Oc3ccc(Cl)cc32)CC1	-33
N#CCc1ccc(NC(=O)Nc2cccc(Cl)c2)cc1	70*
O/N=C1\CC/C(=N\O)c2nn(-c3ccccc3Cl)nc21	-20
O=C(CN1C(=O)CSc2ccccc21)NCCC1=CCCCC1	-14
COc1ccc(CC(NC(C)=O)C(=O)N2CCN(C(=O)Nc3ccc(Cl)cc3)CC2)cc1OC (stereo not given)	3
O=C(CCSc1ccccc1)N1CCOCC1	13
Cc1ccc(C2CCN(C(=O)Nc3ccccc3)C2)cc1 (stereo not given)	-18
O=C(Nc1nccs1)c1ccc(COc2ccc(Cl)cc2)o1	-1
CC(=O)Nc1ccc2oc(-c3ccccc3Br)nc2c1	5
COC(=O)c1cc(Br)c(=O)n(CCN(C(C)C)C(C)C)c1	-1
Cc1nn(-c2nc3ccccc3s2)c(N)c1-c1ccc(Cl)cc1	4
Cc1nn(Cc2ccc(C(=O)Nc3ccc(C(=O)OC(C)C)cc3)o2)c(C)c1Cl	-16
CC1CN(C(=O)CN2C(=O)c3ccccc3S2(=O)=O)CC(C)O1 (stereo not given)	2
O=C(CSc1ncnc2c1cnn2-c1ccccc1)Nc1ccccc1	1
O=C(OCc1cc2ccccc2[nH]c1=O)c1ccco1	-10
Cc1csc(C(C#N)C(=O)c2ccncc2)n1 (stereo not given)	-1
Cc1ccccc1-c1ccc(C=Nc2c(C)n(C)n(-c3ccccc3)c2=O)o1	4
CC(=O)Nc1ccc(S(=O)(=O)Nc2nccc(C3Cc4ccccc4C(=O)O3)n2)cc1 (stereo not given)	-3
COCCNC(=O)CN(C)S(=O)(=O)c1ccc2c(c1)OCCO2	-6
O=c1c2ccccc2ncn1-c1ccc2c(c1)OCCO2	-5
CCn1cc(C(=O)N2CCc3ccccc32)c(=O)c2cc(S(=O)(=O)N3CCOCC3)ccc21	-9
O=C(CN1CCCCC1)Nc1ccc(S(=O)(=O)NC2CCCCC2)cc1	-45
Cc1ccc(S(=O)(=O)n2nc(-c3ccco3)nc2SCc2ccccc2)cc1	-3
CC(=O)N1CCc2cc(S(=O)(=O)CCC(=O)Nc3ccc4c(c3)OCCO4)ccc21	-9
COC(=O)c1cc(Br)c(=O)n(Cc2ccc(C(=O)O)cc2)c1	7
Further results.
SMILES	GBA enhancer
CCN(CCCNC(=O)C1CCN(S(=O)(=O)N2CCC3(CC2)OCCO3)CC1)c1ccccc1	-22
CC(C)c1nc(SCC(=O)NCc2ccccc2)n[nH]1	14
Cn1c(/C(C#N)=C/C2CC=CCC2)nc2ccccc21 (stereo not given)	-9
CC1CCN(c2nc3c(c(=O)n(C)c(=O)n3C)n2CCSc2nc3ccccc3s2)CC1	54
CCOC(=O)N1CCN(c2ncnc3c2oc2nc(CC(C)C)c4c(c23)CCC4)CC1	-44
Cc1nc2c(C(=O)O)cnn2c(C)c1Cc1ccccc1F	-8
CCOC(=O)N1CCN(C(=O)C2CC(=O)N(Cc3ccc(OC)cc3)C2)CC1 (stereo not given)	-3
CCOc1ccc(N2CC(O)Cn3c2nc2c3c(=O)n(CCCc3ccccc3)c(=O)n2C)cc1 (stereo not given)	-4
Cc1noc(/C=C/N(C)C)c1S(=O)(=O)N1CCCC(C(=O)NCc2ccccc2Cl)C1 (stereo not given)	8
Cc1ccc2c(c1)nnn2C1CCN(C(=O)NC23CC4CC(CC(C4)C2)C3)CC1	-12
CCOC(=O)N1CCC(NC(=O)Cn2ncc3ccccc32)CC1	0
O=C(Nc1ccccc1F)N(CCCN1CCOCC1)Cc1cc2cc3c(cc2[nH]c1=O)OCCO3	-11
CC1CCc2c(sc(NC(=O)c3noc4c3CCCC4)c2C(N)=O)C1 (stereo not given)	-12
Fc1ccc(-c2cc3nc4c(c(N5CCOCC5)n3n2)CCCC4)cc1	-10
COc1ccccc1NC(=O)CSc1nnc(C)n1CCc1ccccc1	-11
COC(=O)CSc1nnc(CNC(=O)Cc2ccccc2)n1C	-21
CC(=O)c1cc(CN2C(=O)CCC2=O)cs1	-12
COc1cc(OC)cc(-n2nnnc2SCC(=O)N2CCCc3ccccc32)c1	-11
CCn1c2ccccc2c2cc(NC(=O)CSc3nnnn3-c3ccccc3)ccc21	-28
CCOc1ccccc1CNS(=O)(=O)c1ccc2[nH]c(=O)sc2c1	63
O=C(COc1ccc2oc(-c3ccccc3)cc(=O)c2c1)NCc1ccco1	-11
CCOc1ccc(-n2c(Cc3ccccc3)nnc2SCc2c(C)noc2C)cc1	-31
COc1cccc(NC(=O)CN2C(=O)C3(OCCCO3)c3ccccc32)c1	3
C=CCn1c(=O)/c(=C\c2ccsc2)s/c1=C(/C#N)C(=O)NCCN1CCOCC1	43
O=C(Nc1ccc(-c2nnc(-c3ccccc3)o2)cc1)C1CCCO1 (stereo not given)	5
COC(=O)CSc1nnnn1-c1cccc2ccccc12	-2
CCS(=O)(=O)NCc1csc(C)n1	2
COc1cccc2c1OC1(C)CC2/C(=C(\C)O)C(=O)N1 (stereo not given)	-30
O=C1Nc2ccccc2OC1CC(=O)N1CCN(c2cccc(C(F)(F)F)c2)CC1 (stereo not given)	-24
O=C(O)c1ccccc1NCc1ccncc1	-23
Cn1cccc1C1(C(F)(F)F)NCCNC1=O (stereo not given)	-16
O=C(OCN1C(=O)c2ccccc2C1=O)c1cccs1	4
CCOc1ccc(C(=O)Nc2cc(C)on2)cc1OCC	-8
CC(C)OCCCNC(=O)c1cccs1	-4
Cc1nc2ccc(S(=O)(=O)NCC(=O)NCCN3CCCCC3C)cc2s1 (stereo not given)	-1
O=C(O)c1ccc(NC(=O)C2CCCCC2)cc1	15
CCOc1ccccc1-n1c(SCC(N)=O)nnc1-c1cccnc1	-10
CC(=O)NCCC(Cc1ccccc1)c1ccco1 (stereo not given)	0
CC(=O)c1cc2c(cc1NC(=O)CN1CCN(c3ccc(F)cc3)CC1)OCO2	-1
Cc1ccc(-n2nnnc2SCc2nnc(-c3ccccc3Br)o2)c(C)c1	1
O=c1[nH]c(=O)n([C@H]2C[C@H](O)[C@@H](CO)O2)cc1F	-32
COC(=O)c1cnn2c(C(F)(F)F)cc(-c3ccco3)nc12	-11
c1ccc(-c2nc(N3CCN(c4ccccc4)CC3)nc(-n3ccnc3)n2)cc1	30
O=C(CN1C(=O)COc2ccccc21)NCCC1=CCCCC1	5
CC1(C)N([O-])C(c2cccs2)=C[N+]1=O	31
CC12CCC(C(=O)N3CCN(C(=O)C45CCC(C)(C(=O)O4)C5(C)C)CC3)(OC1=O)C2(C)C	-8
COc1ccc(C2C3=C(CC(C)(C)CC3=O)Nc3c2c(=O)[nH]c2nc(C)nn32)cc1 (stereo not given)	-3
CCCOc1cccc(C(=O)O)c1	-11
CCC(C)(C)n1nnnc1C(c1ccc2ncccc2c1)N1CCN(Cc2ccc3c(c2)OCO3)CC1 (stereo not given)	3
COc1cc(C2NC(=O)NC(O)(C(F)(F)F)C2C(=O)c2ccc(Cl)cc2)ccc1O (stereo not given)	-13
O=C(CN(Cc1ccccc1Cl)C(=O)Cn1nnc(-c2cccs2)n1)NCC1CCCO1 (stereo not given)	-20
Cc1nnc(SCc2cn3ccsc3n2)n(N)c1=O	-10
Cc1cccc(Nc2nc(N)nc(CN3CCC(C)CC3)n2)c1C	5
COc1ccc(-c2cc(-c3ccc(F)cc3)nc(N3CCN(C)CC3)n2)cc1	-33
Clc1cccc(-c2nnc(SCc3nc4ccccc4[nH]3)n2Cc2ccco2)c1	-1
COC(=O)C1(C(O)C(=O)c2ccc(C)cc2C)CCCCC1 (stereo not given)	-7
OCCSc1ncnc2c1oc1ccccc12	6
O=C(Nc1ccc(Oc2ccc(S(=O)(=O)N3CCOCC3)cn2)cc1)c1ccco1	-17
CCc1ccccc1NC(=O)C(Cc1cccc(OC)c1OC)c1nn[nH]n1 (stereo not given)	1
CCOC(=O)/C=C1\SCC(=O)N1CC(=O)NC1CCCCC1	-24

Filtered by structure, the compounds so far containing two or more sulfur atoms (11)
SMILES	GBA enhancer
O=S(=O)(N1CCOCC1)N1CCCN(S(=O)(=O)N2CCOCC2)CC1	-17
O=C(COc1ccccc1)Nc1nc(-c2ccc(S(=O)(=O)N3CCOCC3)cc2)cs1	-40
Cn1c(Cn2c(=O)sc3ccccc32)nnc1SCc1ccccn1	-9
CC(C)NC(=O)N(O)C1N(Cc2ccc3c(c2)OCO3)C(=S)SC1(C)C (stereo not given)	30
Cc1ccc(S(=O)(=O)n2nc(-c3ccco3)nc2SCc2ccccc2)cc1	-3
CC1CCN(c2nc3c(c(=O)n(C)c(=O)n3C)n2CCSc2nc3ccccc3s2)CC1	54
CCOc1ccccc1CNS(=O)(=O)c1ccc2[nH]c(=O)sc2c1	63
C=CCn1c(=O)/c(=C\c2ccsc2)s/c1=C(/C#N)C(=O)NCCN1CCOCC1	43
CCS(=O)(=O)NCc1csc(C)n1	2
Cc1nc2ccc(S(=O)(=O)NCC(=O)NCCN3CCCCC3C)cc2s1 (stereo not given)	-1
Cc1nnc(SCc2cn3ccsc3n2)n(N)c1=O	-10

Going on with the list:
SMILES	GBA enhancer
COc1cc(Nc2nc(SCC#N)nc3ccccc23)cc(OC)c1OC	-8
Cc1ccc(N2CC(C(=O)NCc3ccc4c(c3)OCO4)CC2=O)cc1C (stereo not given)	0
CC(=O)Nc1nnc(SCC(=O)NCC2CCCO2)s1 (stereo not given)	33
COc1ccc2c(c1)c1ncn(CCN3CCCC3)c(=O)c1n2C	1
CN(C)c1nccc(Nc2ccccc2)c1C#N	-13
COc1cc2[nH]c(=O)n(CCC(=O)N3CCc4ccccc4C3)c(=O)c2cc1OC	7
COc1ccc(OC(=O)c2ccncc2)cc1	-14
CCOC(=O)c1[nH]c(CSc2nnnn2-c2ccccc2C)c(C(=O)OCC)c1C	11
Cc1oc(C(C)(C)C)cc1C(=O)Nc1ccc(C(=O)O)cc1	5
O=C(CSc1nnc(-c2ccncc2)n1Cc1ccco1)OC1CCCCC1	40
CCc1ccc(CN2C(=O)CCC2(C)C(=O)NC2CCCC2)cc1 (stereo not given)	18
CCOC(=O)c1c(NC(=O)CSc2nnc(CNc3ccc(F)cc3)o2)sc(C(C)=O)c1C	-5
CC(=O)N1CCN(S(=O)(=O)c2cccc(C(=O)Nc3nc4ccccc4[nH]3)c2)CC1	-24
Clc1ccc(-c2nnc3sc(-c4ccc(Br)o4)nn23)c(Cl)c1	-26
CCc1nc2c(sc3nc4c(cc32)COC(C)(C)C4)c(=O)n1Cc1ccco1	-9
O=C(COC(=O)c1ccc[nH]c1=O)NCC1CCCO1 (stereo not given)	-3
CCOC(=O)c1csc(NC(=O)CSc2nnnn2-c2ccc(OCC)cc2)n1	-31
COCc1cc(C)nc(SCC(=O)Nc2cccc(C)c2)c1C#N	-7

Screening results (PubChem BioAssay)

A portion of the library, so the mix of outcomes need not match the whole.
